# OXTR potentiate: potentiators of human oxytocin receptor | P30559 | CHO-OTR cells, Fluo-8 calcium fluorescence, potentiator mode; 0% = oxytocin EC15, 100% = EC100 | activation, % at 3 µM | 0.061% of 320,000 active | AID 2445;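 active = activation above that plate's cutoff, the mean activation of tested compounds plus 3 SD, cut at about 6.6% in these data, passing the limit was not always enough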;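 note: 100% uses oxytocin at 75 nM as the full agonist control; some results filed as inactive read as strong as hits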
# Target sequence (P30559 whole entry, looked up): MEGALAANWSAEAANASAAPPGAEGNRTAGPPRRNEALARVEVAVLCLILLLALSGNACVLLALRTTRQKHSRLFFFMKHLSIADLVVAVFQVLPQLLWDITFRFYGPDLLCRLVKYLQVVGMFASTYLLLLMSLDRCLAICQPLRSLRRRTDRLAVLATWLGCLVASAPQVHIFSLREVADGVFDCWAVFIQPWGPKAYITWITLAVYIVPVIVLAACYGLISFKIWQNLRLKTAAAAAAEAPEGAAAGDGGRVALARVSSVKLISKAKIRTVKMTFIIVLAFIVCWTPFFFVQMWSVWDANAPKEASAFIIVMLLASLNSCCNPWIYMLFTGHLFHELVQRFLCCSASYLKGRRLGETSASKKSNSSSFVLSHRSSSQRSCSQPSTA
#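 Assay system: CHO cell line stably expressing human OTR. Reagent: EC15 oxytocin agonist. Dosing: single dose, 3.0 µM nominal final compound concentration. Timing: compound 6 min at room temperature before oxytocin, 100 s read. Signal: kinetic Fluo-8 calcium fluorescence. Controls: oxytocin EC15 low and EC100 high.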
# GPR7 antag: blocks human GPR7 receptor signaling; GPR7-expressing cells, fluorescence antagonist assay; inhibition, % at 4.4 µM; 1.1% of 290,000 active; in the data active = inhibition above about 16%, passing the limit was not always enough;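 note: cells stimulated with the agonist NPW; 0% = agonist with vehicle and 100% = vehicle without agonist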
# Target sequence (P48145 whole entry, looked up): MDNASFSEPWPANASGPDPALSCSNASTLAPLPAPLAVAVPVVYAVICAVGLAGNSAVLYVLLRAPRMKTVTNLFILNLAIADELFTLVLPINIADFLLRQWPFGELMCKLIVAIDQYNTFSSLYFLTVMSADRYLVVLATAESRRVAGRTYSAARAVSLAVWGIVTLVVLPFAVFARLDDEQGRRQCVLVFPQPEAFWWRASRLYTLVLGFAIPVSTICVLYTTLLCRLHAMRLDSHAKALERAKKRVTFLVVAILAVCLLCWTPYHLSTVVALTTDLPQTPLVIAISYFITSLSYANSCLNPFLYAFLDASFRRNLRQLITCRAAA
# OXTR agonist: human OXTR agonism. P30559. CHO-OTR cells, Fluo-8 calcium fluorescence; normalized: DMSO 0%, oxytocin 100%. activation, % at 3 µM. 0.32% of 320,000 active. AID 2435;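 active = activation above the mean of all tested compounds plus 3 SD, cutoff set per screening run, cut at about 20% in these data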;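 note: peak over basal fluorescence ratio from a 100 s FLIPR kinetic read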
# V1R ag counter: activates human V1a receptor in oxytocin agonist counter-screen | CHO-V1R cells, Fluo-8 calcium fluorescence, agonist mode; 0% DMSO, 100% 3 nM vasopressin | activation, % at 3 µM | 0.25% of 320,000 active;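 active = activation above the mean activation of all tested compounds plus 3 SD, per screening run, cut at about 20% in these data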;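 note: signal is peak over basal fluorescence ratio across a 100 second FLIPR read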
# M1 ag parental: nonselective activator or artifact in parental CHO-K1 cells; Fluo-8 calcium fluorescence; scaled to maximal ATP response, vehicle zero; activation, % at 3 µM; 0.48% of 360,000 active; in the data active = activation above about 15%;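 note: untransfected CHO-K1 host cells lacking M1 receptor as counterscreen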
# CHO parental Ca: counter-screen: ATP calcium response change in parental CHO cells. 0.63% of 330,000 active. parental CHO-K1, ATP-induced calcium, Fluo-8 fluorescence. inhibition, % at 5.6 µM. AID 463079;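 active = inhibition above that plate's mean sample inhibition plus 3 SD, cut at about 26% in these data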;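 note: 0% = ATP-challenged DMSO wells and 100% = DMSO wells without ATP; some compounds past the cut are filed as inactive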
#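 Material – parental CHO cells · Reagent – ATP stimulus · Compound – single nominal dose of 5.6 µM per compound · Detection – Fluo-8 fluorescence · Read-out basis – percent inhibition of calcium signal · Controls – ATP-challenged DMSO wells low, unchallenged DMSO wells high · Repeats – no replicates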
# CHO-K1 Ca antag: counter-screen for M1 antagonists: effect in parental CHO-K1 cells; ATP-induced calcium, Fluo-8 fluorescence; inhibition, % at 3 µM; 0.6% of 360,000 active;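 active = inhibition above a per-plate cutoff, the plate's mean sample inhibition plus 3 SD, cut at about 24% in these data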;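 note: 0% = DMSO plus EC80 ATP and 100% = DMSO alone without ATP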
# TAAR1 antagonist: human TAAR1 antagonism; Q96RJ0; CHO RD-HGA16 TAAR1, Fluo-8 calcium fluorescence, antagonist; inhibition, % at 3 µM; 1.5% of 360,000 active; AID 624466;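 active = inhibition above a per-plate cutoff, the mean inhibition of test compounds on that plate plus 3 SD, cut at about 49% in these data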;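 note: 0% = DMSO plus EC80 beta-PEA response and 100% = DMSO alone without agonist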
# Target sequence (Q96RJ0 whole entry, looked up): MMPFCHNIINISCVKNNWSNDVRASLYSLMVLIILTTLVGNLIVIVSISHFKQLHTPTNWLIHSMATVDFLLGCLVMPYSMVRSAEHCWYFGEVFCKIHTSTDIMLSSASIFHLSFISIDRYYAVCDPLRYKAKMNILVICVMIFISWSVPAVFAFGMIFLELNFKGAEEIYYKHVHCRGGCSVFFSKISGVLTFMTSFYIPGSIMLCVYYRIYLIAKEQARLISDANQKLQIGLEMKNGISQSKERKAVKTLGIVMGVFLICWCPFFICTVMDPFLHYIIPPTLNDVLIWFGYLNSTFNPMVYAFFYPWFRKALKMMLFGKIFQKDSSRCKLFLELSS
#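 Material: RD-HGA16 CHO cells with stable hTAAR1 and Gα16; Dosing: single nominal final test compound concentration of 3 µM; Schedule: seeding 17-24 h prior, 75-min 37 °C, 30-min RT dye loading; Detection: kinetic Fluo-8 calcium fluorescence measurement; Measure: % inhibition from peak post-agonist over basal fluorescence ratio; Benchmarks: vehicle and agonist controls.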
# CHO-K1 Ca PAM: M1 PAM counterscreen hit in parental CHO-K1 cells | ATP EC20, Fluo-8 calcium fluorescence; 0% at ATP EC20, 100% at ATP max | activation, % at 3 µM | 0.02% of 360,000 active;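 active = activation above the run cutoff, the mean activation of all test compounds plus 3 SD, cut at about 40% in these data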;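 note: peak over basal fluorescence ratio in a 140 s read after ATP addition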
# Numbers without * were called inactive; . = not tested or not shown. Random draw from the library; about 3.5% have a hit in one of these screens.
# A first look (two entries):
SMILES,OXTR potentiate,GPR7 antag,OXTR agonist,V1R ag counter,M1 ag parental,CHO parental Ca,CHO-K1 Ca antag,TAAR1 antagonist,CHO-K1 Ca PAM
NC(=O)CSc1nc2scc(-c3ccc(Cl)cc3)c2c(=O)n1Cc1ccccc1,-17,-1,-0.8,0.0,0.1,-5,-15,-13,7
O=C(Cn1cc2c(n1)CCCC2)NC1CCN(Cc2ccccc2)CC1,-1,6,0.7,-0.1,0.7,-17,-9,-21,20

# The whole of this part, from the start:
SMILES,OXTR potentiate,GPR7 antag,OXTR agonist,V1R ag counter,M1 ag parental,CHO parental Ca,CHO-K1 Ca antag,TAAR1 antagonist,CHO-K1 Ca PAM
NC(=O)CSc1nc2scc(-c3ccc(Cl)cc3)c2c(=O)n1Cc1ccccc1,-17,-1,-0.8,0.0,0.1,-5,-15,-13,7
O=C(Cn1cc2c(n1)CCCC2)NC1CCN(Cc2ccccc2)CC1,-1,6,0.7,-0.1,0.7,-17,-9,-21,20
CCSc1nnc(-c2ccncc2)n1Cc1ccccc1,-3,2,-0.1,-0.5,0.1,1,0,-4,5
Cc1ccnc(NC(=O)c2ccc(S(=O)(=O)NCc3ccco3)cc2)c1,-8,.,-0.7,0.8,3.1,-8,7,-16,5
COc1cccc(S(=O)(=O)Nc2ccc(C(=O)NCc3ccco3)cc2)c1,-2,-7,1.5,2.8,2.8,-5,-14,-5,1
N#CC(C(=O)NC1CC1)c1nc2ccccc2nc1N1CCN(C/C=C/c2ccccc2)CC1 (stereo not drawn),3,0,0.4,0.3,-0.4,-18,-4,3,10
Cc1nc2nc(CNC(=O)OC(C)(C)C)nn2c(C)c1CCC(=O)Nc1ccc2c(c1)OCO2,-8,5,-0.1,-0.4,0.5,-7,8,-23,-14
COc1cc(C(=O)Nc2cccc(S(=O)(=O)N3CCCC3)c2)cc(OC)c1C,-3,-20,-0.2,-0.9,1.7,-24,-4,0,-3
CC(OC(=O)CSc1ccc([N+](=O)[O-])cc1)C(=O)NC1CC1 (stereo not drawn),-1,.,4.2,2.5,1.6,-11,-8,-10,13
COc1ccc(/C=C2\SC(=S)N(CCCC(=O)NC3CCCC3)C2=O)cc1OC,-15,-3,-1.2,-0.3,0.0,-23,-7,-21,0
c1ccc(-n2cc(CN3CCC(N4CCOCC4)CC3)c(-c3ccc4c(c3)OCO4)n2)cc1,-1,-11,2.4,2.1,0.1,-24,1,1,16
COc1ccc(-c2[nH]ncc2CNCCn2cccn2)c(F)c1,-2,-13,0.6,0.2,1.0,-1,-16,-9,16

# A few values from the entries so far.
# COc1ccc(-c2[nH]ncc2CNCCn2cccn2)c(F)c1 in V1R ag counter = 0.2
# COc1ccc(/C=C2\SC(=S)N(CCCC(=O)NC3CCCC3)C2=O)cc1OC in M1 ag parental = 0.0

# Continuation:
SMILES,OXTR potentiate,GPR7 antag,OXTR agonist,V1R ag counter,M1 ag parental,CHO parental Ca,CHO-K1 Ca antag,TAAR1 antagonist,CHO-K1 Ca PAM
c1cncc(CNC2CCCc3ccccc32)c1 (stereo not drawn),9,-9,2.6,0.8,-0.4,2,14,-6,6
CCC1([N+](=O)[O-])COC(c2ccc(Cl)cc2)OC1 (stereo not drawn),.,.,.,.,-0.7,.,-13,-25,-10
COc1cccc(S(=O)(=O)N2CCOCC2)c1,0,6,-0.7,-0.7,0.6,-2,-14,-10,22
CC(C)(C#CCN1CCCC1)OCCC#N,-4,6,2.0,-0.7,0.4,6,-5,-12,13
CCO/N=C/c1ccc(OC)c(Oc2nc(OC)cc(OC)n2)c1,-2,-3,-1.3,-1.5,-0.3,-7,-3,-14,17
COc1ccc(CNC(=O)CN=C2NC(=O)C(c3ccccc3)(c3ccccc3)N2)cc1,1,-14,1.4,0.8,2.4,-6,-7,1,27
CCOc1cc(C=O)cc(Br)c1OCC(N)=O,-4,3,-0.1,0.6,0.0,-6,-3,-6,22
Cn1c(N)c(C(=O)COC(=O)C2(c3ccc(Cl)cc3)CCCC2)c(=O)n(C)c1=O,-6,9,2.1,1.5,1.1,-18,-11,8,17
COCCNc1nc(NCc2cccs2)nc2ccsc12,.,.,.,.,85*,.,64*,104*,-18
O=C(Nc1ccc(F)cc1)Nc1ccc(N2CCCC2)c(S(=O)(=O)Nc2ccccc2Cl)c1,-8,1,1.1,4.6,7.9,-8,17,19,6
COc1ccc(CNCc2c(F)cccc2F)cc1OC,.,-10,.,.,0.2,.,-13,-3,25
C/C(N)=C(/C#N)C(=O)CSc1ccccc1F,-5,-8,0.3,0.6,2.6,-11,6,-26,7
CCN1CCN(C(=O)c2sc3nc(C)nc(N4CCC(C)CC4)c3c2C)CC1,-16,-6,-0.8,0.5,0.1,-24,-6,3,15
O=C(Cn1nc(-c2nn(CC(=O)c3ccccc3)c3[n+]2CCCCC3)[n+]2c1CCCCC2)c1ccccc1,3,3,0.7,0.3,1.2,-6,-12,1,19
COc1ccc(NC(=O)NC2(C(=O)N3CCN4CCCC4C3)CCCCC2)cc1 (stereo not drawn),-3,-3,0.2,0.1,0.2,-4,-22,1,8
CC(=O)NCC(=O)NC1CC(C)(C)Cc2c1cnn2-c1ccccc1 (stereo not drawn),-2,5,0.4,0.5,0.5,-11,-12,-7,20
O=c1[nH]cc(S(=O)(=O)N2CCN(c3cccc(Cl)c3)CC2)c(=O)[nH]1,-5,.,-0.4,-1.1,0.3,2,17,-20,-10
S=C(Nc1ccc(Cl)cc1)NC1CC2CCCC(C1)N2C1CCCC1 (stereo not drawn),-6,3,3.0,1.9,-0.6,-19,15,2,-16
COC(=O)c1c(-c2ccc(C)cc2)csc1NC(=S)NC(=O)c1cc(OC)cc(OC)c1,-4,-9,0.4,0.2,1.1,3,-4,-12,8
O=C(CSc1ccccc1F)NC(=O)NC1CCCC1,.,.,.,.,0.7,.,0,-6,10
CCN=C1SC(C(=O)NCCc2ccccc2)CC(=O)N1CC (stereo not drawn),-7,6,-1.3,0.1,3.9,-18,3,40,17
CC1CCCC1/C(=N/O)c1ccccc1 (stereo not drawn),-3,13,-1.9,-2.3,0.0,-3,0,-5,-6
CCN(C(=O)COC(=O)c1cc([N+](=O)[O-])ccc1N1CCOCC1)C1CCS(=O)(=O)C1 (stereo not drawn),-4,.,-0.6,0.2,0.7,1,-3,-8,11
O=C(NCCO)N1c2ccccc2Sc2ccccc21,-11,-18,-1.4,-0.8,0.9,-3,-2,-22,10
Cc1nn(Cc2ccc(Cl)cc2)c(C)c1NC(=O)c1cc(C(C)C)on1,-9,11,6.4,10,13,8,-1,5,-12
COc1cc(CN2CCc3ccccc3C2)cc([N+](=O)[O-])c1O,-13,-10,-0.4,0.4,0.2,-12,-12,59*,23
O=C(Nc1ccnn1C1CCN(C(=O)c2cccc(C(F)(F)F)c2)CC1)C1CC1,.,-7,.,.,1.4,.,-22,-16,16
CCOC(=O)c1cncc(C#CCO)c1,-5,-15,-0.6,0.8,0.3,-11,-2,-14,-2
O=C(CN1CCC(n2nnc3cc(C(F)(F)F)ccc32)CC1)Nc1ccc2c(c1)OCCO2,-14,7,3.8,4.9,2.1,-17,-3,5,19
COc1ccccc1CN(CC(=O)NCc1ccc(F)cc1)C(=O)c1csnn1,-8,6,-0.6,0.9,4.4,-18,-17,15,0
S=C(NCC1CCCO1)Nc1ccc(Nc2ccccc2)cc1 (stereo not drawn),-26,-15,7.3,7.8,2.3,13,0,23,-2
O=C(c1c[nH]c2ccc(S(=O)(=O)N3CCOCC3)cc2c1=O)N1CCN(c2ccccn2)CC1,.,-6,.,.,0.7,.,-10,-11,19
O=C(CC(c1ccccc1)c1ccccc1)N1CCN(c2ccccn2)CC1,-20,-4,-1.9,1.0,8.7,-12,-4,25,-7
C=CCN(Cc1cc(OC)ccc1OC)C(=O)c1cc2ccc(OC)cc2[nH]1,.,25,.,.,0.9,.,-12,12,-3
CC1(C)NC(=O)N(CC(O)CN2CCCC2)C1=O (stereo not drawn),-13,-6,0.3,0.3,-0.4,1,0,3,8
CCCCC(=O)Nc1ccc(NCc2ccc(C)s2)cc1,-2,2,-0.3,1.1,-0.2,-5,16,-14,0
CCCN(CC(=O)Nc1ccccc1C)C(=O)CCNC(=O)c1ccccc1Cl,3,.,-0.1,-0.2,0.2,-25,-8,-27,-4
COc1ccc2oc(=O)c(C(=O)N3CCN(c4ccccc4)CC3)cc2c1,-7,-6,-0.3,1.3,1.6,-9,-1,-14,18
CCOC(=O)c1ccc(NCc2ccc(N(C)C)cc2)cc1,-2,-6,-0.5,0.1,0.3,-8,-6,-6,11
O=C(COC(=O)Cn1nnc(-c2ccccc2)n1)Nc1cc(F)ccc1F,-2,.,1.2,-0.1,-0.1,-7,17,8,-12
CCOC(=O)c1ccc(N2C(=O)C(CC(N)=O)N(CCc3ccc(OC)c(OC)c3)C2=S)cc1 (stereo not drawn),-11,4,0.2,0.3,1.1,-8,-15,-15,7
CCOC(=O)c1cnc2c(Cl)cc(Cl)cc2c1NCCCN1CCOCC1,-5,-11,-0.7,-0.1,0.3,-9,-7,-1,15
CCN(C(=O)c1cc2c(=O)n3cccc(C)c3nc2n1CCCOC)C1CCCCC1,-5,7,-0.1,1.5,4.5,-29,-4,29,3
O=S(=O)(c1cccs1)N1CCN(c2ccc(O)cc2)CC1,-2,-4,5.2,3.6,3.4,3,-15,5,-2
O[Si](CCCN1CCCCC1)(c1ccc(F)cc1)C1CCCCC1 (stereo not drawn),-3,.,4.7,1.4,1.5,-7,-1,-15,15
Oc1ccc2ccccc2c1CNn1cnnc1,5,-3,-0.7,-0.3,1.7,-1,12,-9,1
CC(=O)Nc1cc(-c2cccc(N)c2)cn2c(-c3ccc(C(C)=O)cc3)cnc12,.,.,.,.,1.9,.,-5,11,4
NNC(=O)c1sc2cc(C(F)(F)F)cnc2c1-c1cccs1,-1,-24,-0.3,-0.6,1.1,-18,-8,-12,8
OCc1nc2c(ccc3ccccc32)[nH]1,-3,-13,0.4,0.4,0.1,0,-14,-1,4
Clc1nc(NCCc2ccccc2)c2cn[nH]c2n1,.,.,.,.,1.2,.,4,40,-21
COc1ccccc1NC(=O)CSc1nc2c(oc3ccccc32)c(=O)n1C,-9,-4,0.5,-1.3,0.8,-16,-12,-7,7
N/C(=N\S(=O)(=O)c1cc(C(F)(F)F)cc(C(F)(F)F)c1)c1ccccc1,-6,-25,-3.6,0.9,0.7,1,4,3,0
C=CC[C@H](CC(=O)NCCO)C(=O)N[C@H](C)COC(=O)[C@@H](CC=C)Cc1ccc(F)cc1,-5,.,1.2,0.5,1.7,-25,-10,18,7
COc1ccc(CCNS(=O)(=O)c2ccc(Br)cc2)cc1,-2,-10,0.5,0.2,1.7,-11,-11,-21,12

# Source: PubChem (The Scripps Research Institute Molecular Screening Center)
